# CFTR F508del cor – correctors of CFTR F508del function in bronchial epithelial cells | activity (quench increase), % at 7.58 µM | CFBE cells, YFP halide quenching; stimulated with forskolin plus potentiator P3; % fluorescence drop versus neutral controls | actives 0.36% (n = 350,000);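 active = mean added fluorescence quench of at least 8% versus neutral control, with both replicates also reaching 8%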;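 note: cells transiently co-express mutant CFTR-F508del with the halide-sensitive YFP; corrector assay measuring rescue of mutant channel to the surface after 24 h compound exposure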
# FN deposition inh – fibronectin deposition inhibition; actives 0.086% (n = 350,000); AID 743247; inhibition, % at 12.6 µM; AH1F fibroblasts, Alexa488-fibronectin deposition fluorescence, overnight;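 active = mean inhibition across replicates of 30% or more, regardless of how many single replicates reach that level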;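 note: positive control wells lacked labelled fibronectin entirely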
#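 Measured by – fluorescence 485/525 nm · System – AH1F fibroblast monolayer, labelled fibronectin deposition · Amount – 10000 cells per well · Buffer or medium – serum-reduced DMEM (2% serum) · Doses – single dose, pinned · Also added – fluorescent fibronectin at 24 nM final · Schedule – 1 h cell attachment, overnight exposure to compound and label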
# * hit, by the source's call. Only part of the results is shown; the hit share may differ from the screen's.
# Value order: FN deposition inh	CFTR F508del cor
N#CCC(=O)N/N=C/c1ccccc1Cl
  -2.9	-1.6
C=CC(=O)N1C/C(=C/c2ccc(Cl)cc2)C(=O)/C(=C\c2ccc(Cl)cc2)C1
  -4.3	-9.0
Clc1ccc(CN2CCN(c3ncc(Cc4ccccc4)cn3)CC2)cc1
  -0.6	1.7
C/C(Cc1ccccc1)=N\NC(=O)CNC(=O)c1cccc(Cl)c1
  1.1	0.0
COC(=O)C1=C(C)N(Cc2ccc(C(F)(F)F)cc2)C(=NCc2ccccc2)NC1c1ccccc1C(F)(F)F (centres undefined)
  -5.1	5.4
COC(=O)[C@]12C[C@H](CC(=O)NCc3ccc(OC)c(OC)c3)C(=O)N(CCC3=CCCCC3)C1=C[C@H](COCc1ccccc1)O[C@@H]2C
  1.3	-0.4
COC(=O)[C@]12C[C@H](CC(=O)NCc3cccc(C(F)(F)F)c3)C(=O)N(CCc3ccc(OC)c(OC)c3)C1=C[C@H](C(C)(C)C)O[C@@H]2C
  -9.3	-0.4
Cc1cc(-c2c(C(=O)N3CCOCC3)c(C)nn2-c2cccc(C(F)(F)F)c2)no1
  4.2	-2.1
CN1\C(=C/C=C/C=C/C=[N+](C)C)C(C)(C)c2ccccc21
  -9.4	3.9
Cc1nn(C)cc1-c1n[nH]c(=S)n1-c1ccc(F)cc1
  -0.2	2.0
COC(=O)c1cccc(NC(=O)Cc2ccccc2[N+](=O)[O-])c1C
  0.5	-2.3
COC(=O)[C@]12C[C@H](CC(=O)NCCc3ccccc3OC)C(=O)N(Cc3ccccc3)C1=C[C@H](C(C)(C)C)O[C@@H]2C
  -8.5	1.2
CC(C)(C)NC(=O)C(CCc1ccccc1)n1c(=O)c(-c2ccccc2)nc2ccccc21 (centres undefined)
  -6.3	-4.9
NC(=O)N/N=C/c1coc2ccc3ccccc3c2c1=O
  -0.6	-1.8
CNc1ncnc2c1ncn2-c1ccccc1
  2.7	-0.2
Cc1cccc(C(CC(=O)NCc2ccco2)c2ccccc2)c1O (centres undefined)
  8.3	-1.8
O=C(/C(N=Nc1cccc(C(F)(F)F)c1)=C(/O)c1cccs1)C(F)(F)F
  -5.7	-0.1
COC(=O)C1=C(C)N(Cc2ccccc2C(F)(F)F)C(=NCc2ccc3c(c2)OCO3)NC1c1cccc(C(F)(F)F)c1 (centres undefined)
  -1.0	5.3
CCCOc1ccc(C(=O)CCC(=O)OCC(=O)Nc2ccc(OCC)cc2)cc1
  0.6	-0.6
COc1ccccc1N(CC(=O)NC1CCCCC1C)S(=O)(=O)c1cccs1 (centres undefined)
  -0.9	4.1
CCc1cc2c(nc1CC)CCCN2Cc1ccc(Br)cc1
  -3.2	3.1
COC(=O)C1=C(C)N(Cc2ccc(C(F)(F)F)cc2)C(=NCC2CC2)NC1c1cccc(Cl)c1 (centres undefined)
  -4.6	2.9
CNC(=S)N/N=C(\C)c1ccc2c(c1)OCO2
  2.5	-0.5
COc1ccccc1NC(=S)Nc1cccc2cnccc12
  -8.9	0.4
CCOc1ccccc1NC(=O)C(OC(=O)c1ccccc1O)c1ccccc1 (centres undefined)
  6.8	-2.2
COC(=O)[C@]12C[C@H](CC(=O)N3CCOCC3)C(=O)N(Cc3ccccc3)C1=C[C@H](C1CCCC1)O[C@@H]2C
  4.4	-0.3
COC(=O)c1cc2c(c3c4cc(F)ccc4n(S(=O)(=O)c4cccc(C)c4)c13)C(=O)N(Cc1ccc(C(F)(F)F)cc1)C2
  -3.4	1.6
CCN(CC)C(=O)COc1ccc(-c2nnc(Nc3ccc(OC)c(C(=O)NC)c3)c3ccccc23)cc1
  2.3	1.3
COC(=O)c1sc2nc(SCc3ccccc3C)n(N)c(=O)c2c1C
  5.2	-2.4
CCCCCCCCN1C(=O)[C@H](CC(=O)N2CCN(C(=O)C3CC3)CC2)C[C@@]2(C(=O)OCC)CCCC=C12
  7.0	1.7
CC(C)Cc1nnc(NC(=O)CCC(=O)N2CCN(Cc3ccc(Cl)cc3)CC2)s1
  4.8	-2.9
Cn1cc(/C=C2\SC(=S)N(N3CCOCC3)C2=O)c2ccccc21
  3.6	0.4
CC(C)(C)C(=O)Nc1ccc(-c2cc3cc(Cl)ccc3o2)cc1
  -7.8	-0.7
O=C(c1ccc(Cl)cc1)N1N=C(c2ccccn2)CC1(O)C(F)(F)F (centres undefined)
  -1.9	-1.1
Cc1cc(NC(=O)NC(=O)c2ccccc2NC(=O)CN)ccc1Oc1ncc(Br)cn1
  -18.8	-0.5
C[C@H]1CN(c2ccc(N3CCN(C(=O)OC(C)(C)C)C[C@@H]3C)cc2C#N)CCN1Cc1ccccc1
  -7.5	-1.3
c1ccc(Nc2ccc(NCCc3c[nH]c4ccccc34)cc2)cc1
  9.7	2.7
CCCc1nc2c(C)cc(Br)cn2c1Cc1ccccc1OC
  -24.5	-2.1
CC(=O)Nc1ccc(N2CC(C)(C)C2=O)cc1
  -4.6	-2.0
CC(=O)N1CCN(c2ccc(N3CCN(Cc4ccccc4)[C@@H](C)C3)c(C)c2)[C@@H](C)C1
  5.9	-5.7
CCOC(=O)c1c(C)oc2c1c(C=NCc1ccccn1)c(O)c1ccccc12
  12.6	-4.4
O=C1NC(Cc2ccc(O)cc2)c2nc3ccc(Br)cc3c(=O)n2-c2ccc(Cl)cc21 (centres undefined)
  -1.9	-3.0
O=C(NC1CCCCC1)C(CCc1ccccc1)n1c(=O)c(-c2ccccc2)nc2ccccc21 (centres undefined)
  -0.1	-2.4
CSCCC(c1nc2ccccc2[nH]1)n1c(-c2ccc(C)cc2)nc2ccccc21 (centres undefined)
  9.3	-3.7
O=C(N[C@H](C(=O)N1CCC[C@H]1C(=O)NCCc1ccccc1Cl)c1ccccc1)c1ccco1
  -2.4	-7.1
O=C(Nc1ncccc1O)c1ccc(S(=O)(=O)NCc2ccco2)cc1
  -2.8	-1.6
COc1ccc(C(=O)NCC(C)(C)CNC(=O)c2ccc(OC)c(OC)c2)cc1OC
  -4.5	0.8
CC1(C)CC(NS(=O)(=O)c2ccc(S(N)(=O)=O)cc2)CC(C)(C)N1
  0.2	-0.5
CC(=Cc1cccs1)C(=O)c1ccccc1
  1.5	-0.2
CC(NC(=O)COC(=O)Cc1ccc(Cl)cc1)c1ccccc1 (centres undefined)
  4.5	-2.2
COC(=O)[C@H](Cc1ccccc1)NC(=O)[C@H]1O[C@@H](n2cnc3c(=O)[nH]c(N)nc32)[C@H](O)[C@@H]1O
  13.5	-1.1
N#CC(CC(=O)c1ccc(Cl)cc1)c1ccccc1 (centres undefined)
  -10.0	-3.3
COC(=O)c1cc2c(c3c4cc(F)ccc4n(S(=O)(=O)c4ccc(C)cc4)c13)C(=O)N(Cc1ccccc1OC)C2
  -5.2	-2.9
CCCN(CCC)CCN1CCN(C(=O)[C@H](CCc2ccccc2)NC(=O)[C@H]2O[C@@H](n3cnc4c(N)ncnc43)[C@H](O)[C@@H]2O)CC1
  0.6	-0.2
COC(=O)c1ccc2nc(-c3cccc(Br)c3)c(CC3CCCCC3)n2c1
  -2.6	4.1
COc1cc(/C=N/NC(=O)c2cccc3ccccc23)ccc1OCC(N)=O
  2.8	2.7
C/C(=N\NC(=O)CSc1nc2ccccc2c(=O)n1-c1ccccc1C)c1cccs1
  1.2	0.9
COC(=O)[C@]12CCCCC=C1N(Cc1ccc3c(c1)OCO3)C(=O)[C@H](CC(=O)NCc1cccs1)C2
  -1.4	-4.1
CCN(CC)S(=O)(=O)c1cccc(NC(=O)COC(=O)C2CC3C=CC2C3)c1 (centres undefined)
  4.8	2.0
COC(=O)[C@]12C[C@H](CC(=O)NCc3ccccc3)C(=O)N(CCC3=CCCCC3)C1=C[C@H](COCc1ccccc1)O[C@@H]2C
  -11.8	-0.3

# Additional records:
# Value order: FN deposition inh	CFTR F508del cor
CP(C)(=O)CCP(=O)(c1ccccc1)c1ccccc1
  3.9	-1.2
FC(F)(F)c1ccccc1CN1CCCc2nc(-c3ccccc3)ccc21
  -3.6	0.2
COC(=O)[C@]12C[C@H](CC(=O)N3CCN(C(=O)C4CC4)CC3)C(=O)N(CCC3=CCCCC3)C1=C[C@H](C(C)(C)C)O[C@@H]2C
  -3.7	0.5
CC(C)(C)n1nc(C2CC2)c(Br)c1NC(=O)c1ccccc1F
  -4.4	-1.2
Cc1n[nH]c2c([N+](=O)[O-])c(=O)[nH]c(=O)n12
  2.0	-1.4
COc1ccc(/C=C/C(=O)OCC(=O)Nc2ccc(Cl)c(S(=O)(=O)N(C)C)c2)cc1OC
  -2.0	-0.4
C=CC[C@]12C[C@@]3(O[C@H](c4ccc(C(F)(F)F)cc4)N=C3C[C@H](c3ccc(OC)cc3)[C@H]1C)N(Cc1ccncc1)C2=O
  -9.0	-0.1
Cc1cc(N2CCNC[C@H]2C)ccc1N1CCN(Cc2ccccc2)[C@H](C)C1
  1.1	0.9
CCCCOCCCNC(=O)C[C@H]1C[C@@]2(C(=O)OC)C(=C[C@H](C3CCCC3)O[C@@H]2C)N(Cc2ccccc2)C1=O
  -4.0	-0.3
CCCCCC(=O)NC(=S)Nc1ccc(Br)cc1C
  -8.2	0.7
BrC(=C\c1ccccc1)/C=N/n1cnnc1
  9.5	-8.4
COC(=O)[C@H](CC(C)C)NC(=O)Nc1ccc(F)cc1
  -2.3	3.4
Cc1cc(-c2cc(NC(=O)Cc3c(C)[nH]c4ccccc34)ccc2N(C)c2cccnc2)ccc1F
  -13.5	-3.3
C[n+]1cc2c3c(ccc2c2ccc4cc5c(cc4c21)OCO5)OCO3
  52.2*	-0.2
COC(=O)[C@]12CCCCC=C1N(Cc1ccc3c(c1)OCO3)C(=O)[C@H](CC(=O)N1CCC(c3ccccc3)CC1)C2
  1.1	-0.7
Cc1cc(=O)n2c3ccccc3n(CC(O)CN3CCC(C)CC3)c2c1C#N (centres undefined)
  -4.2	3.7
O=C(COC(=O)/C=C/c1ccc(F)cc1)Nc1cccc(S(=O)(=O)N2CCCC2)c1
  4.0	-3.2
CCn1c(=O)c([N+](=O)[O-])c(NCCCn2ccnc2)c2ccccc21
  8.0	-0.6
CC(=O)NC(N(C#N)c1nc(Cl)nc(N(C)C)n1)C(Cl)(Cl)Cl (centres undefined)
  7.4	2.5
COC(=O)[C@]12C[C@H](CC(=O)NCC3CCCCC3)C(=O)N(Cc3ccccc3)C1=C[C@H](C1CCCC1)O[C@@H]2C
  -2.3	2.8
CCCCNC(=O)C(NC(=O)c1cccs1)C(=O)c1ccccc1 (centres undefined)
  -1.9	-1.2
COc1cc(C(=O)NNC(=S)NC(=O)c2ccc(F)cc2)cc(OC)c1OC
  -5.5	2.2
O=C(N[C@H](C(=O)N1CCC[C@H]1C(=O)NCCc1ccccc1Cl)c1ccccc1)C1CC1
  0.1	-2.6
COc1ccc(CCNC(=O)COc2ccc(S(=O)(=O)NCC(C)C)cc2Cl)cc1OC
  -3.6	1.6
COC(=O)c1cc2c(c3c4ccccc4n(S(=O)(=O)c4cccc(C)c4)c13)C(=O)N(Cc1ccccc1)C2
  -0.6	-1.4
CCCCCCC12C(=Cc3cc(C)ccc31)c1ccccc1C(CC(=O)NCc1ccccc1)N2C(=O)OC (centres undefined)
  -7.2	-1.5
COc1ccccc1CCn1cnc(-c2ccccc2)c1CC(C)C
  -8.9	0.8
COC(=O)c1cc2c(c3c4cc(C)ccc4n(S(=O)(=O)c4ccc(OC)cc4)c13)C(=O)N(Cc1ccccc1OC)C2
  -1.4	-0.2
COC(=O)c1cc2c(c3c4cc(C)ccc4n(S(=O)(=O)c4cccc(C)c4)c13)C(=O)N(Cc1ccccc1OC)C2
  6.1	-2.5
N#CCCN(Cc1cccnc1)C(=S)NC(=O)c1ccc(S(=O)(=O)N2CCCC2)cc1
  6.3	-2.4
CC(=O)c1sc2nc(CSc3nncn3C)[nH]c(=O)c2c1C
  1.8	-3.8
O=C(NCc1ccccc1)[C@H]1CCCN1C(=O)[C@H]1CCCN1C(=O)c1ccc(OC(F)(F)F)cc1
  -11.6	0.5
Nc1nc(NCc2ccco2)nc(N2CCCC2)c1[N+](=O)[O-]
  7.9	-0.6
Cc1c(CN2CCN(c3ncc(Cc4ccccc4)cn3)CC2)c(=O)n(-c2ccccc2)n1C
  -19.0	-2.0
